M1 agonist: M1 muscarinic receptor agonism. B-score at 10 µM. AID 626. 64,000 tested, 3% active. CHO-M1 cells, Fluo-4 calcium fluorescence, agonist mode; hits give high values;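 active means fluorescence rise, raw or as B-score row- and column-corrected plate score, outside the 99.7% band of its plate's samples, either direction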
D1 allo mod: allosteric modulators of human D1 dopamine receptor. HEK293 D1, CRE-luciferase, dopamine EC30 potentiation; actives deviate in either direction. B-score at 10 µM. P21728. 58,000 tested, 5.9% active. AID 641;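 active means luminescence count or its row- and column-corrected plate score outside the 99.7% band of the plate's sample wells, on either side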
Hsp90 block: displaces geldanamycin probe from tumor Hsp90; P07900; inhibition, % at 30 µM; 64,000 tested, 0.35% active; NCI-N417 lysate Hsp90, Cy3B-geldanamycin FP displacement;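 active means inhibition above 50%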;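 further: 0% = tracer plus lysate wells and 100% = tracer alone without lysate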
Her2 expr inh: Her2 kinase expression inhibition; 65,000 tested, 0.69% active; P04626; SKBR-3 HER2 protein level, AlphaScreen, 18-24 h; hits give low values; HER2 level % of control, % at 10 µM;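 active means HER2 level under 5% of the carrier-only control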;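 further: 100% = DMSO carrier and 0% = 500 nM PU-H71 HSP90 inhibitor; lower value means stronger loss of Her2 protein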
Target sequence (P04626 whole entry, looked up): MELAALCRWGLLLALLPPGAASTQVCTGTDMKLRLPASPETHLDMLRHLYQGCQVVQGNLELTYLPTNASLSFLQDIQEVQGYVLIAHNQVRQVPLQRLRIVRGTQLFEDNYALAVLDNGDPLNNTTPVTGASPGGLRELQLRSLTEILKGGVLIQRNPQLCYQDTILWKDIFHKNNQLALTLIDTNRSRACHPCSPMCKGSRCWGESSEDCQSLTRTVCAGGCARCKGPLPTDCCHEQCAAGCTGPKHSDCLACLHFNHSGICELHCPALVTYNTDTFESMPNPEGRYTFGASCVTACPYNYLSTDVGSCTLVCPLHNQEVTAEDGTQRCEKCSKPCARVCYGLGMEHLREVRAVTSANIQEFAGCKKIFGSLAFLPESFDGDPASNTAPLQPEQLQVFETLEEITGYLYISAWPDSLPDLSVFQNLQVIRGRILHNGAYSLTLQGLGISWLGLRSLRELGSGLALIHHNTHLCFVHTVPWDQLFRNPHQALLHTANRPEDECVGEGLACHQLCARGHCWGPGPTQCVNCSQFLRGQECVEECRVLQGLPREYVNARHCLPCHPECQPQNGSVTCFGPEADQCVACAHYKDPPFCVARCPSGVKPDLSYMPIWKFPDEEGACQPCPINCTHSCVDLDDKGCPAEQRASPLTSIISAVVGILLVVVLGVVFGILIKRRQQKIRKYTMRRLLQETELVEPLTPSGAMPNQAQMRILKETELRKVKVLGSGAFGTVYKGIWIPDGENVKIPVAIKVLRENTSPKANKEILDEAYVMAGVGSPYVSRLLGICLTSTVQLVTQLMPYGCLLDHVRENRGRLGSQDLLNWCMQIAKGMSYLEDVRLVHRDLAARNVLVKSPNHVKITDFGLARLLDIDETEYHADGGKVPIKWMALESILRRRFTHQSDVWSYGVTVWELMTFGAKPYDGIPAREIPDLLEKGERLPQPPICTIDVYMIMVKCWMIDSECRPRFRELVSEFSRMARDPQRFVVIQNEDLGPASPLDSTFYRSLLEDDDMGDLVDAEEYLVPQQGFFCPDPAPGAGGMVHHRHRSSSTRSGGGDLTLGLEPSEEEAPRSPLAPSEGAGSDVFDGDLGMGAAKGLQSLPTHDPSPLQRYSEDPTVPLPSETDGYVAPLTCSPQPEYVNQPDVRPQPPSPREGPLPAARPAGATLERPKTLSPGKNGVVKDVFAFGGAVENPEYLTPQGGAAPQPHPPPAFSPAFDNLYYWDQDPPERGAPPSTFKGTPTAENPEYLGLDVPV
M1 antag: blocks the rat M1 muscarinic receptor response to acetylcholine; P08482; CHO-M1 cells, Fluo-4 calcium, ACh EC80 antagonist mode; hits give low values; B-score at 10 µM; 64,000 tested, 3.4% active; AID 628;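 active means calcium fluorescence response, raw or row-and-column corrected B-score, differing from the plate sample mean either way at a set confidence level, mostly lower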
HTR1A agonist: 5-HT1a (human) receptor agonism; P08908; CHO 5-HT1a Ga15 NFAT-bla reporter, FRET ratio; 0% basal, 100% maximal reference agonist; activation, % at 10 µM; 65,000 tested, 0.56% active;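 active means activation above the screen-wide mean activation plus 3 SD, cut at about 19% in these data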;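 further: 0% = DMSO wells and 100% = 5-CT at EC100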
Autofluor 339: intrinsic fluorescence of library compounds, ex339/em460 – biochemical, MLSMR library, data from DPM-DC assay, artefact control, profiling panel; 65,000 tested, 5.5% active; fluorescence fold increase at 10 µM; compound autofluorescence, ex339/em460 nm, NADH buffer; hits give high values; 1 = no-compound wells, NADH background; AID 709;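 active means at 10 µM, mean starting fluorescence two-fold or more over control wells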;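 further: signal is the first read of a kinetic run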
Ec RNAP inh: inhibitors of Escherichia coli RNA polymerase. P0A8V2. E. coli RNA polymerase, fluorescence transcription assay. inhibition, %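 (tested at 10 µM)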. 62,000 tested, 0.2% active; in the data active means inhibition above about 20%;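 further: 0% = enzyme without compound and 100% = no enzyme blank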
NADH enzymes: inhibitors of enzymes used to reach an NAD/NADH endpoint. coupled PK/LDH NADH assays, four targets. IC50, µM (highest dose often 10 µM), without a hit: at the highest dose inhibition. 65,000 tested, 0.02% active;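 active means single-dose screening hits from any of four coupled enzyme assays that gave an IC50 when retested across doses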;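 further: the DPM-DC format reads NADH fluorescence rather than 340 nm absorbance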
An asterisk follows results filed as active; x = not tested or not shown; [ ] = dose if it differs, or a comment.

SMILES	M1 agonist	D1 allo mod	Hsp90 block	Her2 expr inh	M1 antag	HTR1A agonist	Autofluor 339	Ec RNAP inh	NADH enzymes
O=C(C1CCCN(S(=O)(=O)c2ccccc2)C1)N1CCCc2ccccc21 (centres undefined)	1	-0.000407	0.9	92.4	-0.0651	-1.0	1.07	4.5	3.0%
COc1ccc(CN2CCCCCC2)c(C)c1C	-0.288	-3.31	1.7	71.8	-0.541	-3.4	1.08	4.6	0.0%
COC(=O)c1ccn(C(=O)c2ccc(Cl)cc2)n1	-0.36	x	-4.0	58.3	0.0337	0.7	1.08	2.6	3.0%
CCc1nc(N)c(C#N)c(-c2cccn2C)c1C	-0.103	0.631	-1.0	110.6	0.16	1.7	1.24	x	4.0%
CCOC(=O)c1c(NC(=O)CSc2n[nH]c(-c3ccco3)n2)sc(C)c1C	-0.729	6.88*	-10.8	126.5	0.59	1.5	1.11	1.0	2.0%
COC(=O)c1ccc(C2C3=C(Nc4nnnn42)c2ccccc2OC3)cc1 (centres undefined)	-0.946	-0.694	-1.6	95.7	-2.33*	-0.6	1.55	-0.2	2.0%
O=C(CSc1nnc(-c2cccnc2)n1Cc1ccco1)c1ccc(Cl)cc1	0.881	-0.445	-1.7	138.6	0.261	-2.6	1.12	4.6	5.0%
c1ccc(-n2ncc3c(N4CCCC4)ncnc32)cc1	0.177	x	-2.1	40.8	-0.377	2.1	1.04	10.9	5.0%
COCCn1c(SCC(=O)Nc2cccc(C)c2)nnc1C(C)C	0.401	0.189	-2.2	107.9	-0.352	0.0	1.16	8.9	12.0%
COC(=O)CCC(=O)c1oc2ccc(Br)cc2c1N	-0.1	-2.25	-2.4	89.1	-0.532	-0.2	1.84	x	8.0%
O=C(CCNS(=O)(=O)c1cccc2nonc12)NC1CCCc2ccccc21 (centres undefined)	-0.944	x	x	61.6	0.389	-3.4	1.12	8.4	7.0%
CC1CCCN(Cc2nc3c(c(=O)n(C)c(=O)n3C)n2CCCc2ccccc2)C1 (centres undefined)	2.35*	-1.01	0.2	90.6	-0.00647	-0.8	1.16	x	5.0%
CC(C)OC(=O)CSc1nnc(-c2ccccn2)n1-c1ccccc1	0.514	0.282	-1.0	92.9	0.527	0.1	1.04	4.2	1.0%
Cc1cccc(N2CCN(C(=O)CCNC(=O)Cn3ccc4ccccc4c3=O)CC2)c1C	0.0403	x	-7.3	76.7	0.419	-0.2	1.12	1.1	3.0%
Cn1c(CNC(=O)Nc2cccc(Cl)c2)nnc1SCc1ccccc1	-1.16	0.142	1.6	84.3	-0.0419	-3.8	1.07	10.9	8.0%
Cc1cc2nc(-c3ccco3)cc(C(F)(F)F)n2n1	0.134	31.8*	-1.4	77.6	-0.284	-0.4	1.13	4.0	1.0%
Cn1c(-c2ccccc2)cnc1SCc1nc2ccccc2c(=O)[nH]1	0.188	-2.86	-3.6	79.7	-0.68	0.1	1.08	9.8	3.0%
CN(C)S(=O)(=O)c1cccc(C(=O)NCCc2ccccc2)c1	-0.319	-2.5	-4.6	92.8	0.463	-1.1	1.12	1.5	2.0%
Cc1ccc(-n2ccnc2SCC(=O)N(CC(C)C)C2CCS(=O)(=O)C2)c(C)c1 (centres undefined)	-0.00472	-0.18	0.2	111.4	1.06	0.3	0.99	4.7	5.0%
c1ccc(-c2[nH]ncc2-c2nc3ccccc3[nH]2)cc1	-0.542	0.738	-1.0	51.6	-0.491	-0.5	1.2	7.9	4.0%
CCCCOCC(O)CN1CCN(C(C)=O)CC1 (centres undefined)	-0.349	0.447	-3.9	108.7	0.625	-1.6	1.11	x	5.0%
COc1ccccc1NC(=O)CSc1nnc(C2CCCCC2)n1C	-0.806	-0.172	-0.4	101.6	-0.338	0.0	1.06	-1.8	5.0%
CCOC(=O)CCCNC(=O)CCNC(=O)c1ccc(OCC)cc1	1.07	-0.655	-0.6	118.9	0.553	-0.8	1.11	5.7	1.0%
COc1ccc(CN2CCCC(C(=O)N3CCCC3)C2)cc1 (centres undefined)	0.0362	-0.396	-1.8	100.2	-0.224	-0.8	1.06	7.6	3.0%
CSc1nc2ccccc2c(=O)n1N	-0.922	x	-5.3	113.5	-0.331	-2.7	1.04	3.5	1.0%
Going on with the list.
SMILES	M1 agonist	D1 allo mod	Hsp90 block	Her2 expr inh	M1 antag	HTR1A agonist	Autofluor 339	Ec RNAP inh	NADH enzymes
COc1cc(C(=O)O)ccc1OCC(=O)N1CCOCC1	-0.757	1.47	0.1	84.9	-0.0754	-1.3	1.07	x	4.0%
Cc1cc(=O)n2[nH]c(C)c(-c3ccccc3)c2n1	-0.522	0.58	-1.9	103.9	-0.0335	-0.8	1.84	x	11.0%
CC(C)(C)OC(=O)N1CCOCCOCCN(C(=O)OC(C)(C)C)CCOCCOCC1	-0.202	-0.468	0.2	67.4	0.0225	-1.5	0.99	5.7	2.0%
CCOc1ccccc1C(=O)N1CCCCC1C (centres undefined)	0.306	-0.266	-7.8	126.5	-0.478	-1.0	1.12	6.3	4.0%
COc1ccc(S(=O)(=O)Nc2ccccc2C(=O)NC(C)C)cc1OC	-0.0803	0.0701	0.5	142.0	0.337	-0.7	1.74	5.7	7.0%
COc1ccc(C2C=C(C)Nc3nc(SC)nn32)cc1 (centres undefined)	-0.32	1.07	-0.8	110.1	-0.121	0.8	5.07*	-5.7	8.0%[fluoresces]
CCc1c(C)c(C#N)c2nc3ccccc3n2c1Nc1c(C)n(C)n(-c2ccccc2)c1=O	-0.873	-0.088	-4.8	102.3	-0.263	2.4	0.69	7.8	15.0%
CCc1cc2c(SCC(=O)C(C#N)=C3N(C)c4ccccc4N3C)ncnc2s1	1.11	-2.76	-3.6	50.7	-0.0538	1.6	1.08	5.5	3.0%
CC1=C(C(=O)Nc2ccccn2)C(c2ccc(N(C)C)cc2)n2ncnc2N1 (centres undefined)	0.924	0.458	-2.5	77.5	-0.0322	-5.0	1.07	2.9	7.0%
c1ccc(Nc2c3c(nc4ncnn24)CCC3)cc1	-0.769	-4.81*	2.8	75.4	0.296	-1.7	1.06	4.1	3.0%
COc1ccccc1CCn1cnc2c3cc(C)ccc3n(C)c2c1=O	1.82*	x	-1.3	93.0	-0.441	-0.8	3.3*	6.3	8.0%
N#CCCCSC1=C(C#N)C(c2ccccc2Cl)CC(=O)N1 (centres undefined)	0.655	-0.0337	-5.8	66.0	0.0123	-2.4	1.09	-2.3	4.0%
Cn1c(=O)cc(OCCCC(=O)N2CCN(c3ccccc3)CC2)c2ccccc21	-0.368	1.37	-0.8	128.8	-0.74	-3.0	1.24	17.5	5.0%
CCOC(=O)c1cnc(SC2CCc3ccccc3C2=O)nc1N (centres undefined)	0.227	-0.00109	55.8*	98.9	-0.571	2.2	1.13	5.0	7.0%
O=C(Nc1ccc2c(c1)C(=O)N(C1CCCCC1)C2=O)C1CCCO1 (centres undefined)	-0.821	2.68	-3.1	93.3	-0.275	-0.5	2.46*	5.0	2.0%[fluoresces]
COc1ccc(CC(=O)OCC(=O)NC(=O)NC2CCCCC2)cc1	0.265	0.617	-1.9	107.3	-1.05	-2.6	1.06	1.3	5.0%
Cn1c(SCC(=O)Nc2cccc(F)c2)nnc1-c1cccnc1	-0.326	1.04	-0.3	81.1	0.0104	-0.2	1.05	2.6	3.0%
CCn1cc(Br)c(C(=O)Nc2cccc(Cl)c2)n1	0.322	0.919	-4.5	x	-0.325	-1.5	1.06	-1.2	7.0%
CCN(CCNC(=O)CS(=O)(=O)Cc1nc(-c2cccc(OC)c2)oc1C)c1ccccc1	-0.323	-0.306	-1.4	111.4	-0.0353	-0.7	1.02	10.6	2.0%
Cc1ccc2oc(=O)c3cnn(CC(=O)NCCCOC(C)C)c3c2c1	-0.171	x	-1.0	100.2	0.644	-0.2	1.08	-9.0	1.0%
CCCCN(CC)C(=O)CN(C)S(=O)(=O)c1cccc2nsnc12	-0.564	0.626	-1.6	70.5	-0.0458	-1.6	1.09	2.8	6.0%
Cc1ccc(-n2cnnn2)c2cccnc12	-0.54	2.56*	-3.3	115.1	0.00872	0.7	1.04	4.2	3.0%
Cc1cc(S(=O)(=O)N(Cc2ccc(F)cc2)CC2CCCO2)ccc1-n1cnnn1 (centres undefined)	0.00444	0.149	-2.5	132.3	-1.07	-3.8	0.85	0.5	4.0%
Cc1cc(NC(=O)CCC(=O)N(c2cccnc2)C(C(=O)NC2CCCC2)c2ccccc2)no1 (centres undefined)	0.235	0.793	-6.0	99.1	-0.277	-0.6	1.08	4.3	5.0%
N#Cc1nc(Cc2cccc3ccccc23)oc1NCc1ccco1	0.63	-0.749	-8.5	90.8	-0.356	-1.2	1.11	5.8	7.0%
Continuation:
SMILES	M1 agonist	D1 allo mod	Hsp90 block	Her2 expr inh	M1 antag	HTR1A agonist	Autofluor 339	Ec RNAP inh	NADH enzymes
COCCN(CCOC)S(=O)(=O)c1ccc(C(=O)NC2CCN(Cc3ccccc3)CC2)cc1	0.0144	-0.679	-4.9	86.5	0.136	0.7	1.04	x	7.0%
COc1ccc(NC(=O)C2CCCN(S(=O)(=O)c3cccc4cccnc34)C2)cc1 (centres undefined)	0.324	-1.11	-3.4	62.5	-0.116	0.2	1.05	6.2	4.0%
CCOC(=O)Cc1csc(NC(=O)CN2C(=O)c3ccccc3S2(=O)=O)n1	-1.21	-0.0342	x	98.2	0.211	-0.4	1.12	3.4	4.0%
COc1cccc(CN=CC2=C(O)CC(C)(C)CC2=O)c1OC	0.835	-0.0506	-1.1	101.5	0.118	-1.2	1.05	6.8	1.0%
CCOC(=O)CSc1nc2c(c(-c3ccc(C)o3)c1C#N)CCCC2	-0.454	0.0595	-2.5	91.9	0.249	0.3	1.43	4.4	0.0%
C=CCSc1nsc(N)n1	-0.0544	0.0243	2.0	126.4	0.222	-1.2	1.06	-4.6	8.0%
CSc1nc2c(c(=O)[nH]1)C(c1ccncc1)C(C(=O)OC(C)C)=C(C)N2 (centres undefined)	0.138	x	x	75.1	0.205	-4.0	1.18	7.0	5.0%
Cc1cnc(C(=O)Nc2ccc(N3CCN(C(=O)OC(C)(C)C)CC3)cc2)cn1	-0.677	-1.32	-1.2	80.9	-0.000796	-0.3	1.01	19.6	3.0%
COc1cccc2sc(N(C)c3ccccc3)nc12	-0.422	0.114	1.3	84.5	-0.696	0.5	1.13	8.4	7.0%
CN(C)CC(=O)N1c2ccccc2CCc2ccc(NC(=O)c3ccc(N)cc3)cc21	-0.367	-0.696	-3.0	98.8	1.97	-3.4	1.01	10.2	3.0%
O=C(CCn1c(SCC(=O)NCc2ccco2)nc2ccccc2c1=O)NCCc1ccccc1	2.64	-1	-2.9	100.0	-0.0701	1.9	1.06	1.2	6.0%
CC1CCC(NC(=O)c2cc3c(s2)CS(=O)(=O)C3)CC1 (centres undefined)	0.778	0.466	-7.3	97.4	0.961	-0.1	1.08	1.7	5.0%
N#Cc1c(N)sc(=S)c2c1CCCC2	-0.463	x	-1.5	62.5	-0.0262	-3.1	1.14	10.8	6.0%
CC(C)(C)c1cn(-c2ccccc2)c(=S)[nH]1	0.508	x	0.6	105.1	0.0574	0.3	1.09	-0.8	4.0%
COCCn1nnnc1CN1CCC(O)(c2cccc(C(F)(F)F)c2)CC1	-0.726	0.0372	0.9	92.2	0.149	-2.7	1.19	-9.9	0.0%

Screening results from PubChem.
